WRN helicase inh: WRN helicase (human) inhibition | Potency, µM (series often up to 114 µM), without a hit: top-dose activity change, negative = inhibition, usual class: inhibitors | WRN helicase unwinding, fluorescent forked duplex, kinetic | AID 651768 | 360,000 compounds, 0.46% hits | Q14191; also: potency is read from the fitted curve at half-maximal effect; % is scaled to controls: 0 for no effect and ±100 for the full control effect; nearly all actives have a fitted effect of over 55% in size
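Kinetic fluorescence helicase assay: unwinding of a quenched forked DNA duplex (100 nM final) with 2 mM ATP final raises red fluorescence (525/598 nm). Compounds sat 15 min at room temperature with 20 nM WRN beforehand.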
aSyn rescue: rescues yeast growth from alpha-synuclein toxicity | Yeast expressing alpha-synuclein, growth rescue, BacTiter-Glo, 24 h | Potency, µM (highest dose often 46.1 µM), without a hit: top-dose growth rescue (activation), most hits filed as activators | 370,000 compounds, 0.14% hits; also: potency is read from the fitted curve at half-maximal effect; % of control where 0% means no effect; nearly all actives have a fitted effect of over 65% in size
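Screening used galactose-induced yeast with toxic alpha-synuclein levels, exposed to compound for 24 hr at 30 deg C. Cell growth, read with BacTiter-Glo luminescence, gave the measured signal.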
PLK1 PBD inh: blocks phosphopeptide binding to human PLK1 polo-box domain; Potency, µM, inactives show max response, negative = inhibition, usual class: inhibitors; Plk1 PBD binding of FITC phosphopeptide, fluorescence polarization; P53350; 360,000 compounds, 2.8% hits; also: potency is read from the fitted curve at half-maximal effect; series mostly up to about 57 µM; % is scaled to controls: 0 for no effect and ±100 for the full control effect; nearly all actives have a fitted effect of over 65% in size
Target sequence (P53350 whole entry, looked up, the tested form may be a part): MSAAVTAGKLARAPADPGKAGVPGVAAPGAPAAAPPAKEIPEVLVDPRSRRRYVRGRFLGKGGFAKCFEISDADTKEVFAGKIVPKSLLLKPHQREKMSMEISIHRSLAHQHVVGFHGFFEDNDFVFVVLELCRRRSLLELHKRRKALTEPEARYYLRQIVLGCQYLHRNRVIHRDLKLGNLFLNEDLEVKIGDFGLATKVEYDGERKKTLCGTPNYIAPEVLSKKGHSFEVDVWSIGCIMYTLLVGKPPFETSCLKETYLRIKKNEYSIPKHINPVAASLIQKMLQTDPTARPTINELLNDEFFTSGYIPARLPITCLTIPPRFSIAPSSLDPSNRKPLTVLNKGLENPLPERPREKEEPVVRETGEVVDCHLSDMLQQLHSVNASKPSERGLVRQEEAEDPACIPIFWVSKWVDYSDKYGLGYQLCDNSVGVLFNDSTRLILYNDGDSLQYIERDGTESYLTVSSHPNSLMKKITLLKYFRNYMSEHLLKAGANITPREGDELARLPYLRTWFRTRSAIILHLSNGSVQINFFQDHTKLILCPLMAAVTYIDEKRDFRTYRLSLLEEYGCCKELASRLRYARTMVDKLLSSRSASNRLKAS
EPAC1 antagonist: antagonists of human EPAC1; O95398; EPAC1 GEF assay, Rap1b-BODIPY-GDP exchange fluorescence; Potency, µM (doses to about 115 µM), without a hit: at the highest dose activity change, negative = inhibition, hits mostly inhibitors; 360,000 compounds, 0.14% hits;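 also: potency is read from the fitted curve at half-maximal effect; plate controls were vehicle for no effect and positive control for full effect; nearly all actives have a fitted effect of over 50% in size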
PI5P4Ka inh: blocks human PI5P4K alpha kinase activity. P48426. PI5P4Kalpha enzyme, ADP-Glo luminescence, 60 min; active compounds read low. max response, %. 330,000 compounds, 1.2% hits. AID 652105; active = max response of -50% or lower; inconclusive = between -30% and -50%; inactive = -30% or higher; also: value at the top dose of about 77 µM; % is scaled to controls: 0 for no effect and ±100 for the full control effect
Target sequence (P48426 whole entry, looked up): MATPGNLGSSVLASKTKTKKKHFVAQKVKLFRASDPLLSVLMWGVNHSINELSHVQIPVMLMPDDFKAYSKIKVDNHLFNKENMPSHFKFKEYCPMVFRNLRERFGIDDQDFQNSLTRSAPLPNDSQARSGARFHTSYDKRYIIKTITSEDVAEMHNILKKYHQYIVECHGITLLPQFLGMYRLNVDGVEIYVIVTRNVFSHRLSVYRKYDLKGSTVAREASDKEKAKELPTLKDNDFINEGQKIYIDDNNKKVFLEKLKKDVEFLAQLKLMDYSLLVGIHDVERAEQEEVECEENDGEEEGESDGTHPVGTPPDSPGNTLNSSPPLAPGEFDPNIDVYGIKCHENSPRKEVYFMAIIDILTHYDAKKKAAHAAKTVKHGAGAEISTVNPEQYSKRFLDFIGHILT
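Controls without substrate or without enzyme flank wells where PI5P4Kalpha converts substrate using 5 microM ATP (final). Incubation lasts 60 minutes at room temperature; ADP formed is read by ADP-Glo luminescence.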
FUS suppressor: suppressors of FUS proteinopathy in yeast | AID 1347120 | 390,000 compounds, 0.24% hits | S. cerevisiae FUS-expressing, growth rescue, OD600, 24 h | Potency, µM (titrated, usually from 76.6 µM), for inactives: at the highest dose growth rescue (activation), usual class: activators;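 also: potency is read from the fitted curve at half-maximal effect; plate controls were DMSO vehicle for no effect and reference control for full effect; nearly all actives have a fitted effect of over 55% in size; some results filed as inactive show a strong effect at the top dose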
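Steps: raffinose overnight preculture; dilution to OD 0.005 in 2% galactose minimal medium; compound addition (concentration series); 24hr at 30C, 99% humidity; absorbance read at 600 nm.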
IL-2 act: IL-2 activation | IL-2 activation reporter assay, cell-based qHTS; stimulated with anti-CD3/CD4/CD28 beads; in transgenic mouse T cells | activation, % (series mostly up to about 46 µM) | 360,000 compounds, 0.065% hits | AID 652025; in the data active = activation above about 50%; inconclusive = mostly about 30% to 49%; also: 0% is about no effect
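Using fluorescent plate cytometry, EGFP and DsRed are detected in transgenic mouse T cells stimulated 18 h at 37 degrees C with antibody-coated beads after 60 min compound pretreatment.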
EPAC1 ag: activates human EPAC1 exchange factor; AID 720707; EPAC1 agonist qHTS, biochemical assay; response scale: 100% = response to 6.5 mM cAMP; 360,000 compounds, 0.073% hits; O95398; Potency, µM (highest dose often 154 µM), for inactives: at the highest dose activation, hits mostly activators; also: potency is read from the fitted curve at half-maximal effect; nearly all actives have a fitted effect of over 60% in size
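Compounds were pinned as a concentration titration into mixtures of EPAC1 (100 nM), BODIPY-GDP-loaded Rap1B (250 nM) and GDP (50 uM). After 5 min at room temperature, fluorescence was followed for 30 min; activity was scaled to 6.5 mM cAMP.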
Abeta rescue: restores growth of yeast expressing A-beta42 peptide; yeast expressing A-beta42, growth rescue, OD600, 48 h; response scale: 0% DMSO, 100% iron-clioquinol control; Potency, µM (titrated, usually from 46.1 µM), for the others: at the top dose growth rescue, most hits filed as activators; 410,000 compounds, 0.063% hits; also: potency is read from the fitted curve at half-maximal effect; nearly all actives have a fitted effect of over 55% in size
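Yeast A-beta toxicity model in growth medium with pinned compounds, 48 h at 30 C; growth read as absorbance at 600 nm. Normalized to FeCl3/clioquinol equimolar mix (positive) and DMSO (negative).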
Starred values were filed as active, the others as inactive; ? = inconclusive; . = no result given; & = joins results of further samples; [ ] = dose if it differs, or a comment. Unless noted, calls follow the shape of the dose curve; as a rule, active = well fitted curve in the direction sought with a large enough effect; inconclusive = small, poorly fitted or top-dose-only effect, or another doubt; inactive = no such curve, though single readings can be large; an effect the other way counts as inactive or inconclusive.

SMILES	WRN helicase inh	aSyn rescue	PLK1 PBD inh	EPAC1 antagonist	PI5P4Ka inh	FUS suppressor	IL-2 act	EPAC1 ag	Abeta rescue
O=C(CCC(=O)c1cccs1)NCCc1ccc(F)cc1	-8%	-3%	-8%	-3%	?	18%	2.4	-5%	-11%
COc1ccccc1CNC(=O)Nc1nc(C(N)Cc2ccc(Cl)cc2)cs1 (stereo not drawn)	1%	-11%	3%	-11%	-2	?	-0.8	15%	-4%
CCc1cc(=O)oc2c(C)c(OCC(=O)NCCCN3CCOCC3)ccc12	-3%	0%	?	9%	-4	-13%	-0.4	-2%	3%
Cc1ccc(-n2c(C)nn(Cc3ccc([N+](=O)[O-])cc3)c2=O)cc1	-4%	-6%	-3%	6%	-6	19%	7.8	5%	-4%
CCc1ccc(NC(=O)CSc2nnc(Cc3cccn3C)n2-c2ccc(OC)cc2)cc1	-4%	-10%	-9%	.	8	37%	-1.4	?	5%
Cc1cc(S(=O)(=O)Nc2ccc(C(=O)NCCN3CCOCC3)cc2)ccc1F	5%	-5%	-9%	2%	9	0%	-1.5	10%	-3%
O=C(Nc1cccc2c1C(=O)NC2=O)c1cccc(N2C(=O)CCC2=O)c1	-15%	-1%	-20%	-21%	1	-24%	-1.0	3%	-7%
COc1ccccc1C(=O)NNC(=O)C(=O)NCc1ccccc1	-5%	2%	-13%	-2%	8	-3%	-3.5	4%	?
Cc1nn(Cc2ccc(Cl)c(Cl)c2)c(C)c1NC(=O)c1sc2ccccc2c1Cl	-2%	2%	3%	-22%	7	26%	1.1	4%	?
Cc1cc(C)cc(NS(=O)(=O)c2ccc3c(c2)C(C)(C)C(=O)N3C)c1	-3%	1%	27µM*	-18%	-3	-13%	-2.4	-2%	6%
c1coc(CNc2c3c(nc4ncnn24)CCCC3)c1	0%	-3%	-6%	8%	-7	-1%	1.4	2%	2%
COc1cc(OC)c(NC(=S)NCc2ccccc2)cc1Cl	-8%	-6%	-16%	-18%	-6	-25%	-0.8	-1%	2%
Nc1nc(-c2cc(O)ccc2[N+](=O)[O-])cc(-c2ccccc2)c1[N+](=O)[O-]	-13%[11.6 µM]	-1%	-6%	-13%	-26	26%	4.2	9%	8%
O=c1cc(CN2CCN(c3ccccc3F)CC2)c2cc3c(cc2o1)CCCC3	0%	7%	-5%	0%	.	10%	-2.0	9%	-4%
CCOC(=O)CC(NC(=O)CCc1c(C)nc2ncnn2c1C)c1ccc(C)cc1 (stereo not drawn)	-5%	-1%	-4%	-14%	-1	2%&-21%	-0.2	-15%	0%&-14%
COc1ccc(Cl)cc1NS(=O)(=O)c1cc(Br)cnc1N	-11%	9%	-5%	-6%	15	-15%	-0.6	5%	12%
O=C(O)CCn1cc(/C=C\C(=O)c2ccc(Cl)cc2)c(-c2cccc(Br)c2)n1	-11%[11.6 µM]	2%	24µM*	?	-15	15%	1.9	16%	-19%
COc1ccc([N+](=O)[O-])cc1NC(=O)C(C)OC(=O)c1cccnc1Cl (stereo not drawn)	-4%	2%	-3%	4%	1	3%	-1.3	11%	-3%
CCOC(=O)Cc1csc(NC(NC(=O)OCC)(C(F)(F)F)C(F)(F)F)n1	2%	?	-3%	4%	-1	-2%	0.0	-4%	7%
O=C1CCc2ccccc2N1Cc1ccccc1	5%	6%	2%	2%	-6	11%	1.7	7%	-15%
CC(C)N(C(=O)CSc1nnc(Cc2csc(Nc3ccccc3)n2)o1)C(C)C	-8%	1%	0%	-2%	8	7%	-4.8	4%	?
O=C(CSc1nnc(-c2cccnc2)n1-c1ccccc1)N1CCN(c2ccc(F)cc2)CC1	-4%	-1%	-12%	-3%	-1	29%	-0.9	0%	6%
CCOC(=O)c1ccc(NC(=O)CSc2nnc(-c3ccncc3)n2C)cc1	2%	0%	-9%	4%	-2	5%	-0.8	4%	2%
Cc1occc1C(=O)NNC(=S)Nc1ccccc1C(F)(F)F	1%	-5%	-8%	0%	-3	.	0.0	0%	10%
S=c1[nH]nc(-c2ccccc2)n1/N=C/c1cccc(Cl)c1	-4%	2%	-21%	-8%	-6	3%	1.7	-5%	17%
CCN(CC(=O)NC1CCS(=O)(=O)C1)c1ccc(S(=O)(=O)N(CC)CC)cc1[N+](=O)[O-] (stereo not drawn)	3%	-1%	-7%	-5%	-3	12%	0.8	4%	6%
Cc1ccc(C(CC(=O)O)NC(=O)c2ccc(S(=O)(=O)N3CC(C)OC(C)C3)cc2)cc1 (stereo not drawn)	1%	-5%	-5%	10%	0	-1%	0.2	-1%	0%
Cc1ccccc1CN1CCN(Cc2cc3ccccc3o2)CC1CCO (stereo not drawn)	2%	0%	-7%	10%	7	-8%	-0.1	17%	12%
CC(C)Oc1ccc(C(=O)CCN2CCCCC2)cc1	?	-3%	?	3%	-1	1%	-2.9	-1%	-12%
CCn1c(C)nnc1SCC(=O)Nc1nccs1	-5%	1%	2%	5%	10	4%	7.5	6%	-5%
O=C(c1ccccc1)C1CN(c2ccccc2)CC1c1ccc(Cl)cc1 (stereo not drawn)	-28%	0%	-7%	-14%	0	.	-1.7	7%	0%
N=C1SCC(=O)N1c1ncc(Cc2ccc(F)cc2)s1	-10%	10%	-7%	-4%	-15	19%	-2.3	4%	?
CCOc1ccccc1C(=O)NC(C(=O)OCn1nnc2ccccc2c1=O)C(C)C (stereo not drawn)	3%	5%	-3%	14%	-3	2%	0.1	3%	4%
CCOC(=O)C1(C)CCN1C(=O)c1ccc(Cl)cc1Cl (stereo not drawn)	-2%	2%	-6%	-2%	4	-24%	0.0	4%	16%
COc1cccc(C2C(C(=O)c3sc(C)nc3C)=C(O)C(=O)N2CCN2CCOCC2)c1OC (stereo not drawn)	2%	1%	-6%	-13%	-4	-24%	-0.4	-1%	2%
CCOc1cc(/C=N/Nc2nnc(C)n2N)ccc1O	17%	-9%	-5%	-2%	-1	-15%	-0.7	2%	?
COc1ccccc1NC(=S)N1CCN(Cc2ccccc2)CC1	5%	-4%	0%	-25%	-1	.	0.4	-9%	-14%
CCC(C)N1C(=O)c2ccccc2C1C(=O)NC1CCCCCC1 (stereo not drawn)	-4%	-3%	-3%	-3%	1	.	1.0	-10%	14%
CN(C)c1nc(N)nc2c1ncn2C1OC(CO)CC1O (stereo not drawn)	6%[57.1 µM]	-12%	-10%	-14%	3	-16%	2.6	-20%	-25%
Oc1ccc(Cl)cc1/C=C/c1ccc2cccc(O)c2n1	-8%	-52%[inhibitor]	9%	-24%	-2	?	0.3	5%	-59%[inhibitor]
N#CCC(=O)Nc1ccc(C(=O)OCC(=O)NNC(=O)c2cccs2)cc1	-27%	2%	-5%	4%	-28	23%	-0.8	4%	5%
CC(=O)N1CCN(C(=O)c2cccc(S(=O)(=O)N3CCN(c4ccc(F)cc4)CC3)c2)CC1	4%	0%	-5%	2%	-4	-4%	-3.4	-3%	9%
CN(CC(=O)Nc1ccc(S(=O)(=O)N2CCOCC2)cc1)Cc1ccc(F)cc1	3%	4%	2%	1%	-9	-13%	0.4	-1%	0%
N#CCCn1c(SCC(=O)Nc2ccc(N3CCOCC3)cc2)nc2ccccc21	-24%	-2%	-24%	-9%	-11	.	0.8	-3%	7%
COCCCN(Cc1ccco1)C(=O)Cn1ncc2c([nH]c3ccccc32)c1=O	13%	12%	-3%	-10%	-1	11%	0.1	-2%	4%
O=[N+]([O-])c1ccc(S(=O)(=O)N/N=C/c2ccsc2)cc1	6%	-4%	-29%	-14%	-1	16%	-2.9	1%	24%
CC(=O)Nc1ccc(S(=O)(=O)N2CCC(C(=O)O)CC2)cc1	8%	-14%	-11%	1%	5	2%	-1.2	-8%	4%
CCCS(=O)(=O)N1CCCC(C(=O)NCCCN(C)Cc2ccccc2)C1 (stereo not drawn)	4%	0%	-7%	7%	4	2%	1.2	2%	4%
C[C@@H]1Cn2cnc(C(=O)N[C@@H](C)C(=O)OC(C)(C)C)c2C(=O)N1	5%	1%	1%	12%	-8	-9%	-3.6	-1%	-8%
CCOc1ccc(S(=O)(=O)N2CCCC(C(=O)N3CCN(c4ccccc4)CC3)C2)cc1 (stereo not drawn)	-14%	7%	5%	0%	-4	.	-3.6	7%	-32%[inhibitor]
O=C(NNS(=O)(=O)c1ccc2ccccc2c1)c1cccs1	-17%	-1%	0%	-11%	0	.	-4.9	5%	-16%
COc1cccc2c(=O)n(CC(=O)N3CCN(c4ccccc4)CC3)ccc12	4%	-2%	-11%	7%	-3	-14%	-1.3	4%	1%
C[C@H](NC(=O)c1ccccc1Cl)C(=O)OCCOc1ccc(Cl)cc1	-5%	1%	-5%	-8%	11	-18%	0.4	0%	-15%
COc1ccc(OCCCC(=O)Nc2cccc(C(C)=O)c2)cc1	-13%	-3%	-4%	-12%	-8	.	-3.1	3%	-9%
N#Cc1c(N2CCSCC2)nsc1-c1ccccc1Cl	-2%	-14%	-20%	-8%	0	2%	-3.3	17%	-17%
Cc1ccc(C(=O)Nc2nnc(C3=COCCO3)o2)cc1C	-2%	-2%	-1%	-2%	6	19%	0.1	5%	24%
CC1Oc2ccccc2N(CC(=O)Nc2ccc(F)cc2)C1=O (stereo not drawn)	3%	-8%	-11%	-25%	2	8%	-0.1	0%	-2%

Three of the compounds above, with values under each structure.
Value order: WRN helicase inh	aSyn rescue	PLK1 PBD inh	EPAC1 antagonist	PI5P4Ka inh	FUS suppressor	IL-2 act	EPAC1 ag	Abeta rescue
> C[C@H](NC(=O)c1ccccc1Cl)C(=O)OCCOc1ccc(Cl)cc1
 : -5%	1%	-5%	-8%	11	-18%	0.4	0%	-15%
> COc1ccc(OCCCC(=O)Nc2cccc(C(C)=O)c2)cc1
 : -13%	-3%	-4%	-12%	-8	.	-3.1	3%	-9%
> N#Cc1c(N2CCSCC2)nsc1-c1ccccc1Cl
 : -2%	-14%	-20%	-8%	0	2%	-3.3	17%	-17%
